PLK1 PBD inh: inhibitors of human Plk1 polo box domain binding | P53350 | Plk1 PBD phosphopeptide binding, fluorescence polarization | inhibition, %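 (tested at about 20 µM)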 | 0.13% of 97,000 active; in the data active = inhibition above about 34%, passing the limit was not always enough
PTK2B oligo ant: blocks oligomerization of human Pyk2 in cells. Q14289. Q293 cells, Pyk2 FERM NanoBiT luminescence; hits give low values. z-score (the deposit names both 25 µM and 10 µM). 0.83% of 99,000 active. AID 1347419;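 active = Z-score of -3 or lower, scaled per plate to the spread of control and sample wells; inactive = z-score above -3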;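 note: negative z-score means lost luminescence so less FERM oligomerization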
Target sequence (Q14289 whole entry, looked up): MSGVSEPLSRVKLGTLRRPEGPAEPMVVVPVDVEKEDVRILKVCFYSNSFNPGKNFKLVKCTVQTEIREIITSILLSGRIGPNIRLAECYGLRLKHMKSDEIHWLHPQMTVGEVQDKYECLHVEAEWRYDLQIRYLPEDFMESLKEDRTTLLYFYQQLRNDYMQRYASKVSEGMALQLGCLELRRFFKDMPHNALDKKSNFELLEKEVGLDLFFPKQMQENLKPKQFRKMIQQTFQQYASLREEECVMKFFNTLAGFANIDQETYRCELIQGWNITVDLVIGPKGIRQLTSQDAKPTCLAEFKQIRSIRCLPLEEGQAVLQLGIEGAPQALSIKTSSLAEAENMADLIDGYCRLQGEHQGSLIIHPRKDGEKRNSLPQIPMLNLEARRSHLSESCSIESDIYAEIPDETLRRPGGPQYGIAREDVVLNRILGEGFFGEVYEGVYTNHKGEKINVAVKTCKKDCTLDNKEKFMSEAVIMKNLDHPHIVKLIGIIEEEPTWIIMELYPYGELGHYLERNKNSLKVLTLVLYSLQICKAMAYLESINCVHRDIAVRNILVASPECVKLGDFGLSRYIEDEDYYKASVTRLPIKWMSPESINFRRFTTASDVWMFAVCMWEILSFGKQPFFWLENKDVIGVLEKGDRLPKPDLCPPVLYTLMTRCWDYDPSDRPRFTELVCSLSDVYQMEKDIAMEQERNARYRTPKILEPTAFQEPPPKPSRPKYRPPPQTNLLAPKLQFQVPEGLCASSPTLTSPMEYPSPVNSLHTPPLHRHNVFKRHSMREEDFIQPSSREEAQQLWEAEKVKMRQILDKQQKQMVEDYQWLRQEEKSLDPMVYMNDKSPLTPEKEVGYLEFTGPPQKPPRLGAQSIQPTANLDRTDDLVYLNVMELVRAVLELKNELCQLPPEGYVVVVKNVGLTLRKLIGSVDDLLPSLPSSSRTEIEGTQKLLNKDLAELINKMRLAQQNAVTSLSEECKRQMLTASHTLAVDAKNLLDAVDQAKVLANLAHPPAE
Rev-RRE block: disrupts HIV-1 Rev binding to RRE RNA. inhibition, % at 8 µM. Rev peptide-RRE RNA binding, FRET. P05866. 0.79% of 97,000 active;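 active = inhibition above the screen-wide mean plus 3 SD, cut at about 35% in these data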;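 note: 0% = median DMSO wells and 100% = median Neomycin B control wells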
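Probe or stimulus: fluorescein-Rev peptide as binding partner; assay system: Cy5-tagged RRE RNA duplex with fluorescein-tagged Rev peptide; timing: 5 min compound–RNA preincubation, then 15 min with peptide, 25 °C; medium: HEPES pH 7.5 buffer with KCl, MgCl2, NaCl and EDTA; signal: fluorescein-to-Cy5 FRET, 480 nm excitation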
EphB4 antag: blocks human EphB4 binding to ephrin-B2; P54760; EphB4 LBD / TNYL-RAW-Alexa532 peptide, fluorescence polarization; inhibition, % at 7 µM; 0.15% of 97,000 active; AID 720;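 active = inhibition above the screen-wide mean inhibition plus 3 SD, cut at about 15% in these data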;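 note: 0% = DMSO wells and 100% = excess unlabeled TNYL-RAW peptide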
F-actin modifier: cytoskeleton assembly modification | 0.18% of 91,000 active | inhibition, % at 2 µM | HUVEC TNFa F-actin phalloidin imaging, high content;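 active = inhibition above the batch mean plus 3 SD and confirmed as a hit by visual image inspection, cut at about 30% in these data, passing the limit was not always enough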; note: strong numbers were not always called active
PTPN22 inh 2: LYP (human) phosphatase inhibition; Q9Y2R2; recombinant LYP catalytic domain, DiFMUP fluorescence; inhibition, % at 2 µM; 0.21% of 96,000 active; AID 640;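 active = inhibition at 2 µM at or above a set limit, the screen mean plus 3 SD, cut at about 24% in these data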;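 note: 0% = DMSO with enzyme and 100% = enzyme fully blocked by orthovanadate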
FAK inh: blocks human focal adhesion kinase activity | Q05397 | biochemical FAK kinase activity assay | inhibition, %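 (tested at 7 µM)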 | 0.84% of 97,000 active | AID 727; in the data active = inhibition above about 19%;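 note: 0% = DMSO and 100% = reference compound high control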
PTPN22 act: activators of human LYP (PTPN22) phosphatase; Q9Y2R2; recombinant LYP, DiFMUP fluorescence; 0 = plate median, 100 = signal doubled; activation, % at 2 µM; 0.11% of 96,000 active; AID 697;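 active = activation at 2 µM above a set limit, the mean plus 5 SD, cut at about 37% in these data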
PLK1 inh: blocks human PLK1 kinase activity. P53350. recombinant PLK1 kinase, TR-FRET peptide phosphorylation. inhibition, % at 10 µM. 0.53% of 97,000 active;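 active = inhibition of 50% or more in the single-concentration screen; inactive = inhibition below 50%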;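 note: 0% = DMSO max control and 100% = H-89 dihydrochloride min control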
The depositor's hits bear a star; · = no result given.

EphB4 antag	FAK inh	PTPN22 act	PTK2B oligo ant	Rev-RRE block	PLK1 inh	F-actin modifier	PLK1 PBD inh	PTPN22 inh 2	Structure
-5	-2	-4	0.2	7	-13	-16	-7	4	COc1ccc(C(=O)Oc2ccc(C(C)=O)cc2)c(OC)c1
7	0	-1	-2	4	-9	·	14	2	Cc1ccc(-n2c(C)c([N+](=O)[O-])c3ccc(O)c(CN(C)C)c32)cc1
-5	10	-5	0.12	3	-5	54	-2	3	CCCN(CCC)CCCNC(=O)CC1Nc2ccccc2NC1=O (stereo not given)
-7	-3	9	·	5	-14	2	-4	-13	O=S(=O)(NCCO)c1cccc2cccnc12
2	5	-4	2.7	10	-5	-17	16	6	O=C(Cn1cnc([N+](=O)[O-])n1)N/N=C/c1ccccc1O
-9	-4	10	-0.22	-6	-8	8	2	-8	COc1ccccc1/C=c1\sc2nc(-c3ccccc3OC)nn2c1=O
-6	-1	-4	0.48	4	30	·	13	1	Cc1cc(C)c2ccc(C(=O)O)nc2c1O
-11	-4	11	-0.62	3	2	11	14	-14	COc1ccc(OC)c(-c2cc(C(=O)Nc3cccc(Cl)c3)no2)c1
3	4	-12	-0.61	7	-7	6	1	15	Nc1cc(Cl)ccc1C(=O)OCC(=O)NC1CCS(=O)(=O)C1 (stereo not given)
2	-2	5	0.52	-2	-5	27	8	-6	COc1ccccc1CC1(C)NC(=O)N(CC(=O)N2CCc3ccccc3C2)C1=O (stereo not given)
-2	4	-10	0.02	7	-41	-7	-11	10	CCCC1Cc2c(sc3nc(SC)nc(N)c23)CO1 (stereo not given)
0	-10	6	-1.2	1	1	-27	-20	-3	COc1cc(OC)cc(C(=O)N2c3ccc(F)cc3CCC2C)c1 (stereo not given)
-5	-1	10	0.43	3	-11	18	39	-10	CNC(=O)N(O)C1N(C)C(=O)N(CC(=O)OC)C1(C)C (stereo not given)
-5	-1	0	-0.65	4	-12	6	19	3	COc1ccccc1C(=O)O/N=C1/CCCc2c1ccc(OC)c2[N+](=O)[O-]
0	0	-7	-0.24	9	0	10	-29	10	O=C(/C=N/O)Nc1cccnc1
-2	3	-3	·	9	1	9	23	1	CCCSc1nc2c(cnn2-c2ccc(F)cc2)c(=O)[nH]1

Four entries from above, arranged by their value in PLK1 PBD inh, high to low.
compound | EphB4 antag | FAK inh | PTPN22 act | PTK2B oligo ant | Rev-RRE block | PLK1 inh | F-actin modifier | PLK1 PBD inh | PTPN22 inh 2
CNC(=O)N(O)C1N(C)C(=O)N(CC(=O)OC)C1(C)C (stereo not given) | -5 | -1 | 10 | 0.43 | 3 | -11 | 18 | 39 | -10
CCCSc1nc2c(cnn2-c2ccc(F)cc2)c(=O)[nH]1 | -2 | 3 | -3 | · | 9 | 1 | 9 | 23 | 1
COc1ccccc1C(=O)O/N=C1/CCCc2c1ccc(OC)c2[N+](=O)[O-] | -5 | -1 | 0 | -0.65 | 4 | -12 | 6 | 19 | 3
O=C(/C=N/O)Nc1cccnc1 | 0 | 0 | -7 | -0.24 | 9 | 0 | 10 | -29 | 10

Further entries follow:
EphB4 antag	FAK inh	PTPN22 act	PTK2B oligo ant	Rev-RRE block	PLK1 inh	F-actin modifier	PLK1 PBD inh	PTPN22 inh 2	Structure
-9	6	8	-2.1	-3	-9	26	1	-11	CCCN(CCC)C(=O)CSc1nc2n[nH]c(C)c2c(=N)n1-c1ccc(OCC)cc1
5	-1	-11	0.15	4	-5	16	-3	12	CCC(=O)Nc1ccc2c(c1)nc(CN1CCN(C(C)=O)CC1)n2C
13	-2	0	-0.72	-2	-10	-11	5	-2	Cc1cccc(OCc2nnc(NC(=O)c3cccs3)s2)c1
2	1	-11	0.18	0	-4	-18	-15	9	Cc1cccc(OCC(=O)NNC(=O)Nc2cccc(Cl)c2)c1C
-6	-8	-12	0.42	12	-8	-3	-5	14	CCSc1cc(N2CCCC2)nc(-c2ccc(F)cc2)n1
-5	-3	3	1.5	4	-13	-7	-12	-3	CCOC(=O)c1c(C)cc(=O)oc1C
3	0	1	0.1	8	0	9	0	-4	Cc1ccnc(NC(=O)CCC(=O)N(CC(=O)NCC2CCCO2)Cc2ccc(F)cc2)c1 (stereo not given)
7	-3	2	-0.02	8	1	8	4	1	c1cncc(-c2nnc3sc(-c4ccco4)nn23)c1
6	22*	3	0.17	8	8	-1	11	-5	COc1cccc(C(=O)NC2CC3CCCC(C2)N3CC(=O)Nc2ccccc2)c1 (stereo not given)
-3	0	1	0.57	8	0	-23	-11	-3	NC(=O)c1cc(S(=O)(=O)NC2CCCCC2)co1
-8	0	3	1.3	3	-10	-9	3	0	CS(=O)(=O)Nc1ccc(S(=O)(=O)Nc2nccs2)cc1
1	-2	-13	0.34	2	-5	-5	19	10	Cc1nn(-c2ccccc2)c2nc(=O)n(-c3ccccc3)cc12
2	0	5	-0.15	11	-15	5	-20	-1	O=C(O)c1ccc(CSCc2ccccc2F)o1
-2	5	-6	1.3	-1	-8	-41	-35	9	CSc1nc(N(C)NC(=O)c2ccccc2)c2ccccc2n1
1	3	-1	0.37	3	-12	0	3	0	Cc1ccc(S(=O)(=O)NCCCCC(NC(=O)OC(C)(C)C)C(=O)O)cc1 (stereo not given) (tested in a mixture with another compound)
-2	-1	1	-0.15	23	-10	4	-21	-3	Oc1c(C=Nc2cccnc2)sc2ccccc12
5	0	10	0.31	10	-11	-12	7	-8	COC(=O)C1CSc2[nH]c(=O)sc2C1c1ccc(O)c(OC)c1 (stereo not given)
4	-1	1	1.1	10	-12	-1	-10	-4	CCC(C)NC(=O)NC1C(NC(=O)NC(C)CC)N(C)C(=O)N1C (stereo not given)
-1	3	-3	-2.3	-1	-15	-8	7	2	COc1ccc(C(c2nnnn2C2CCCCC2)N2CCN(c3ccc(OC)cc3)CC2)cc1 (stereo not given)
-6	1	-5	-0.92	4	-1	-10	-11	4	CCc1nnc(NC(=O)CSc2nnc(-c3ccoc3C)n2-c2cccc(C)c2)s1
-2	0	6	0.74	-3	-9	4	9	-5	COc1ccc(CCNC(=O)COC(=O)c2ccc(Br)o2)cc1
-7	-2	-4	-0.63	2	-8	-25	11	2	O=C(O)CCC(=O)N1CCN(c2ccccn2)CC1
7	9	-6	0.74	-2	5	14	-20	9	CCOc1ccc2nc(SCC(=O)NC(=O)NCc3ccco3)[nH]c2c1
0	-3	5	·	4	3	18	-28	-8	CC1CCN(c2nc3c(c(=O)[nH]c(=O)n3C)n2Cc2ccccc2Cl)CC1
1	-2	-6	0.37	4	1	3	11	8	CC(C)NC(=O)c1ccccc1NC(=O)/C=C/c1ccc([N+](=O)[O-])cc1
9	-1	16	1	5	-6	-40	12	-19	O=C(CCCn1c(=O)[nH]c2cc(Cl)ccc2c1=O)NCCN1CCN(c2ccccc2)CC1
7	-1	-2	-0.55	5	-6	·	-23	3	CCOc1ccc(N2C(=O)CC(N3CCC(O)(c4ccc(Br)cc4)CC3)C2=O)cc1 (stereo not given)
3	0	6	0.67	0	-16	-8	-14	-3	CCCCn1nnnc1SCC(=O)NCc1ccccc1
1	-5	-6	1.1	8	-6	-14	-11	9	CC(=O)OCC(=O)c1ccc2ccn(C(C)=O)c2c1
-5	0	1	-0.29	1	65*	10	0	-2	CCOC(=O)c1c(C)[nH]c(C)c1C(=O)COC(=O)CCOc1ccccc1OC
-4	-1	-6	1.2	7	2	6	-10	8	Cc1nn(C(C)CC(=O)O)c(C)c1C (stereo not given)
2	-4	-8	-0.62	6	-2	2	-14	12	Cc1nnc(SCC(=O)NC(C)(C)C)n1CCc1ccccc1
-6	0	-4	-0.46	-1	-13	-8	-15	-1	N=c1c2c(n(Cc3cccc(Cl)c3)c3c1CCC3)CCCC2
3	-5	3	-1.1	1	-10	23	-6	-5	O=C(Cn1cnc2ccccc2c1=O)Nc1ccc(-c2nnc3n2CCCCC3)cc1
-7	-2	-3	-0.04	1	-11	-10	2	4	O=C(c1ccccc1NS(=O)(=O)c1ccc2c(c1)OCCO2)N1CCOCC1
10	2	-11	-0.41	7	14	1	-7	8	Nc1nc(-c2ccc(Br)s2)c(Br)s1
-3	-4	-6	-0.66	7	15	-10	19	3	Nc1nnc(SCC(=O)Nc2ccc3c(c2)OCCO3)s1
0	-1	-2	·	20	0	-10	2	0	Cc1ccc(-c2nnc(Cc3ccc(Cl)cc3)o2)cc1
-46	-1	1	0.65	6	-9	-2	6	-9	CCCCSc1nnc(-c2ccc(NC(=O)CCc3ccccc3)cc2)n1C
3	-2	6	-0.51	10	-10	5	-12	-5	O=C(OCCCN=C1NS(=O)(=O)c2ccccc21)c1ccc(F)cc1
-8	-5	-12	·	4	3	-12	-4	12	Cn1cc(S(=O)(=O)Nc2ccc(F)cc2F)c(=O)n(C)c1=O
-5	2	10	0.02	6	-12	2	-14	-13	O=c1[nH]c2ccsc2c(=O)n1-c1ccc(F)cc1
-2	-1	-6	0.44	6	-10	10	-30	8	COc1ccc(C(=O)NC2CCN(C(=S)Nc3cccc(C)c3C)CC2)cc1
6	-13	-17	·	3	-14	15	9	14	Cc1cc(Nc2ccc(F)cc2C)n2nc(C)nc2n1
3	1	-3	0.09	5	-10	2	2	4	CCCc1[nH]nc2c1C(c1ccc(OCCN3CCOCC3)c(OCC)c1)C(C#N)=C(N)O2 (stereo not given)
-3	-4	-7	0.95	9	-9	4	9	6	CCOC(=O)c1ccc(Oc2nc(SC)nc(N(C)C)n2)cc1
3	-1	-7	0.91	7	-6	23	-36	10	Cc1nn(Cc2c(F)c(F)c(F)c(F)c2F)c(C)c1NC(=O)c1cccc(COc2ccccc2Cl)c1
-6	-3	5	-0.65	-1	-3	-11	-6	-5	O=C(Cn1cnc2c(cnn2-c2ccccc2Cl)c1=O)N1CCc2ccccc21
-1	-2	-1	-0.47	11	-11	12	-5	3	CN1CCN(C(=S)c2ccc(Cl)cc2)CC1
2	-1	-4	-0.4	31	19	13	7	5	CCCCN(CC)c1nc(N)c(C#N)c(CC#N)c1C#N
